Menin MLL FP TR = qHTS Assay for Inhibitors Targeting the Menin-MLL Interaction in MLL Related Leukemias: Competition With Texas Red Labeled MLL-derived Mutant Peptide; Menin + Texas Red MLL mutant peptide, fluorescence polarization; Potency, µM (series often up to 61.6 µM), without a hit: at the highest dose FP activity change, negative = inhibition, actives largely listed as inhibitors; 270,000 compounds, 0.23% hits; active means well fitted inhibition curve with a large enough effect in the polarisation, with a control signal flat, not every such curve was filed as active; inconclusive means small, poorly fitted or top-dose-only effect, or effect the other way, or a change in a side signal; inactive means no such curve, though single readings can be large or run the other way; the % refers to the polarisation; further: potency means the concentration at half of the fitted maximal effect; % of control where 0% means no effect; many of its hits are not listed in these tables
MBNL1-CUG inh = qHTS Assay for Inhibitors of MBNL1-poly(CUG) RNA binding; Muscleblind-like protein 1 (Homo sapiens), Q9NR56; 280,000 compounds, 0.036% hits; Potency, µM (titrated, usually from 57.5 µM), for inactives: at the top dose activity change, negative = inhibition, actives largely listed as inhibitors; TR-FRET MBNL1-His/biotin-(CUG)12 binding, 665/545 ratio; active means well fitted inhibition curve with a large enough effect in the signal ratio, with a control signal flat, not every such curve was filed as active; inconclusive means small, poorly fitted or top-dose-only effect, or effect the other way, or a change in a side signal; inactive means no such curve, though single readings can be large or run the other way; the % refers to the signal ratio; further: potency means the concentration at half of the fitted maximal effect; on the % scale 0 is the no-effect control and ±100 the full control effect
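TR-FRET readout: Ex 340 nm, 665/545 nm emission ratio, normalized to buffer-only (basal) and MBNL1-(CUG)12 controls. Complex of MBNL1-His with Biotin-(CUG)12, compounds 92 nM–58 uM, incubated 60 min at room temperature.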
Rab9 prom act = qHTS Assay for Rab9 Promoter Activators | Huh7 Rab9 promoter-luciferase reporter, luminescence, 24 h | Potency, µM (titrated, usually from 9.22 µM), for the others: at the highest dose activation, negative = inhibition, usual class: activators | 320,000 compounds, 2.8% hits | AID 485297, 2010; further: potency means the concentration at half of the fitted maximal effect; % of control where 0% means no effect; nearly all actives have a fitted effect of over 60% in size
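Luciferase signal after 10 min detection reagent at ambient indicates Rab9 promoter upregulation; stably transfected Huh7 cells were treated 24 h with compound in DMSO at 37 °C, 5% CO2.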
FLuc counter = qHTS profiling assay for firefly luciferase inhibitor/activator using purifed enzyme and Km concentrations of substrates (counterscreen for miR-21 project) | AID 588342, 2011 | Potency, µM (titrated, usually from 57.5 µM), inactives show at the highest dose activity change, negative = inhibition, actives largely listed as inhibitors | purified FLuc, Km substrates, luminescence inhibition | Luciferin 4-monooxygenase (Photinus pyralis), P08659 | 360,000 compounds, 6.9% hits;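 further: potency means the concentration at half of the fitted maximal effect; plate controls were vehicle for no effect and reference inhibitor for full effect; nearly all actives have a fitted effect of over 55% in size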
Target sequence (P08659 whole entry, looked up): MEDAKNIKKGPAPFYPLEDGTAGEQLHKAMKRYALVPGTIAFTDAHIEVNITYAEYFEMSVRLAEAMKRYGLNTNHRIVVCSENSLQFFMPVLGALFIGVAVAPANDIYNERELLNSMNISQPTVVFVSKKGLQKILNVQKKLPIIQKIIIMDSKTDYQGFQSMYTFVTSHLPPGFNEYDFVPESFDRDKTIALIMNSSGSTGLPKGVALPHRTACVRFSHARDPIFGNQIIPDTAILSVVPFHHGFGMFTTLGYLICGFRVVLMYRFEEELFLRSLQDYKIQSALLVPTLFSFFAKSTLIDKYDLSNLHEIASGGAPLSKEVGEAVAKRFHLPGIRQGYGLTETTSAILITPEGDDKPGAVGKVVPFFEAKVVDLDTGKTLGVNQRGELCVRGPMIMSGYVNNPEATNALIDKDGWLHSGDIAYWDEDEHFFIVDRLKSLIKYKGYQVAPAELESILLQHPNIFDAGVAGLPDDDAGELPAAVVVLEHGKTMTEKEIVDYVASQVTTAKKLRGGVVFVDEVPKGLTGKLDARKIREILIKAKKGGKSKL
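Purified P. pyralis luciferase, 10 nM final, with Km-level 10 uM D-luciferin and 10 uM ATP in 50 mM Tris acetate pH 7.5, 10 mM Mg acetate, 0.01% Tween-20, 0.05% BSA; 6-point qHTS titration about 60 µM downward; luminescence read.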
Mito fusion yeast = qHTS Assay for Small Molecule Inhibitors of Mitochondrial Division or Activators of Mitochondrial Fusion | AID 485298, 2010 | 320,000 compounds, 0.23% hits | S. cerevisiae fusion-defective mutant growth rescue, CellTiterGlo 48 h | Potency, µM (series often up to 46.1 µM), without a hit: at the top dose growth rescue (activation), usual class: activators;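 further: potency means the concentration at half of the fitted maximal effect; % of control where 0% means no effect; nearly all actives have a fitted effect of over 45% in size; temperature-sensitive fusion mutants such as fzo1-1 at 37 °C on non-fermentable ethanol glycerol medium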
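Temperature-sensitive fusion-defective S. cerevisiae (e.g. fzo1-1, mgm1-5) were grown with compound in YPEG medium (3% ethanol, 3% glycerol) for 48 hours at 37C. Growth rescue was measured as viability by CellTiterGlo luminescence after 10 minutes at ambient.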
RORg inh = qHTS for inhibitors of ROR gamma transcriptional activity; Nuclear receptor ROR-gamma (Mus musculus), P51450; Drosophila S2 Gal4-RORgamma UAS-luciferase reporter, 20 h; Potency, µM (titrated, usually from 53.6 µM), inactives show at the top dose activity change, negative = inhibition, actives largely listed as inhibitors; 310,000 compounds, 5.4% hits; AID 2551, 2010; further: potency means the concentration at half of the fitted maximal effect; on the % scale 0 is the no-effect control and ±100 the full control effect; nearly all actives have a fitted effect of over 60% in size
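In this cell-based reporter format, copper sulfate (700 uM final) drives Gal4–ROR gamma fusion expression from a metallothionein promoter in Drosophila Schneider cells; compounds preincubated 1 hr, reporter read after 20 hr at ambient temperature.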
Gal4-VP16 FLuc = VP16 counterscreen qHTS for inhibitors of ROR gamma transcriptional activity; Drosophila S2 Gal4-VP16 UAS-luciferase, luminescence, 20 h; Potency, µM (doses to about 53.6 µM), inactives show at the top dose activity, negative = inhibition, usual class: inhibitors; 310,000 compounds, 3.5% hits; AID 2546, 2010;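 further: Gal4-VP16 expression switched on by copper sulfate through the metallothionein promoter; potency means the concentration at half of the fitted maximal effect; on the % scale 0 is the no-effect control and ±100 the full control effect; nearly all actives have a fitted effect of over 50% in size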
KCNH2 3.1 inh = qHTS for Inhibitors of KCHN2 3.1: Mutant qHTS; Potassium voltage-gated channel subfamily H member 2, brain isoform KCNH2 3.1 (human); U2OS KCNH2 3.1, thallium flux FluxOr; active compounds read low; activity change, % (tested at about 1.8 µM); 340,000 compounds, 0.95% hits; AID 720553, 2013;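 active means maximum activity change below -70%; inconclusive means maximum activity change from -70% to -50%; inactive means maximum activity change above -50%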;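 further: thallium influx rate constant from kinetic fluorescence after stimulation buffer; on the % scale 0 is the no-effect control and ±100 the full control effect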
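Normalized rate constant (relative to positive and negative DMSO controls) derived from a 2 min kinetic fluorescence read after stimulation; U2OS cells expressing the 3.1 isoform via virus at 1.77 x 10^8 /mL.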
PKM2 act = qHTS Assay for Activators of Human Muscle isoform 2 Pyruvate Kinase; Pyruvate kinase PKM (Homo sapiens), P14618; purified PKM2, Kinase-Glo ATP luminescence, activation; response scale: 0% is enzyme alone, no compound; Potency, µM (top dose mostly 57.5 µM), without a hit: top-dose activation, usual class: activators; 260,000 compounds, 0.34% hits; further: potency means the concentration at half of the fitted maximal effect; on the % scale 0 is the no-effect control and ±100 the full control effect; nearly all actives have a fitted effect of over 55% in size
Target sequence (P14618 whole entry, looked up, canonical isoform): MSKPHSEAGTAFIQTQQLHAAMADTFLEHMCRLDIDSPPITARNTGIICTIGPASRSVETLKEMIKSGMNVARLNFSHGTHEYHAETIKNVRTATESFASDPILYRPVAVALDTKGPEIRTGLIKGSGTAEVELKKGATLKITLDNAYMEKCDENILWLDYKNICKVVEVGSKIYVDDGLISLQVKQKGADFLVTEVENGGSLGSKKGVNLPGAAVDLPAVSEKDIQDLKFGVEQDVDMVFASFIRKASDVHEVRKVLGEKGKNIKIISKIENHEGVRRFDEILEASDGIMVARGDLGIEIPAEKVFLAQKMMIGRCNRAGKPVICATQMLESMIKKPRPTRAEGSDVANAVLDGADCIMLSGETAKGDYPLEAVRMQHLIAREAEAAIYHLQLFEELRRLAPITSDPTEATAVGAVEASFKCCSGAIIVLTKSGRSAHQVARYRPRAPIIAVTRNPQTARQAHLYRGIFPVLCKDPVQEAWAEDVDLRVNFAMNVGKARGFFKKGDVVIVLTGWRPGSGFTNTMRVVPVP
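Kinase-Glo luminescence reports ATP generated from ADP (0.1 mM) and PEP (0.5 mM) by purified hPK-M2 after 1 h at room temperature, pH 7.2 imidazole buffer; intermediate enzyme activity allows detecting inhibitors and activators.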
NPC1 promoter act = qHTS Assay for NPC1 Promoter Activators. Huh7 NPC1 promoter luciferase reporter, 24 h. Potency, µM (titrated, usually from 9.22 µM), inactives show at the top dose activation, hits mostly activators. 320,000 compounds, 2.4% hits. AID 485313, 2010;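 further: potency means the concentration at half of the fitted maximal effect; % of control where 0% means no effect; nearly all actives have a fitted effect of over 60% in size; reporter is driven by a mutant NPC1 promoter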
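Readout is luciferase luminescence, reflecting NPC1 promoter activation in stably transfected Huh7 cells after 24 h compound exposure at 37 °C in reduced-serum medium with 10% FBS.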
ELG1 repair inh = qHTS screen for small molecules that inhibit ELG1-dependent DNA repair in human embryonic kidney (HEK293T) cells expressing luciferase-tagged ELG1; 330,000 compounds, 2.3% hits; HEK293T ELG1-luciferase reporter, luminescence, 16 h; DNA damage induced by 5-fluorouridine; Potency, µM (doses to about 46.1 µM), inactives show top-dose activity change, negative = inhibition, hits mostly inhibitors; further: potency means the concentration at half of the fitted maximal effect; on the % scale 0 is the no-effect control and ±100 the full control effect; nearly all actives have a fitted effect of over 55% in size
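HEK293T cells expressing luciferase-tagged ELG1 (2,000/well) received 5-Fluorouridine plus compound or DMSO for 16 hr at 37 °C. Luciferase was read by ONE-Glo luminescence after 30 min at room temperature.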
* marks the source's active call; other numbers are inactive results; ? = inconclusive; · = no result given; & = joins results of further samples; [ ] = remark or other dose. Unless noted, the call rests on the fitted dose curve; in most records, active means well fitted curve in the direction sought with a large enough effect; inconclusive means small, poorly fitted or top-dose-only effect, or another doubt; inactive means no such curve, though single readings can be large; an effect the other way counts as inactive or inconclusive. These rows are one share of the data, so the mix of outcomes need not match the whole.

SMILES	Menin MLL FP TR	MBNL1-CUG inh	Rab9 prom act	FLuc counter	Mito fusion yeast	RORg inh	Gal4-VP16 FLuc	KCNH2 3.1 inh	PKM2 act	NPC1 promoter act	ELG1 repair inh
O=C(c1noc2c1CCCC2)N1CCN(c2ccccc2)CC1	-14%	5%	1%	-2%	6%	27%	15%	·	0%	10%	10%
OCCC1CN(Cc2cccc3nonc23)CCN1C1CCCCC1 (stereo not given)	10%	?	0%	-1%	-4%	1%	1%	-11	2%	0%	-21%
O=C(c1cc2ccccc2o1)N1CCN(C/C=C/c2ccccc2)CC1	?	-6%	-1%	-5%	5%	12%	-7%	-17	-3%	4%	0%
C[C@H](C(=O)O)c1n[nH]c(=O)c2ccccc12	5%	9%	-1%	6%	1%	-4%	3%	3	6%	-1%	-1%
COc1ccccc1C(=O)NCC(=O)N1CCN(c2ncccn2)CC1	·	·	-4%	5%	0%	·	·	15	·	-5%	28%
Nc1nc2c(ncn2C2C[C@H](O)[C@@H](CO)O2)c(=O)[nH]1 (stereo not given in full)	·	·	0%	0%	-2%	·	·	10	·	1%	-14%
COc1cccc(C(C)N(C)Cc2nc(COc3ccccc3)no2)c1 (stereo not given)	·	1%	1%	0%	4%	1%	2%	-6	1%	-6%	?
COc1cc(C(=O)N2CCN(c3ccccc3F)CC2)ccc1OCC(=O)N1CCOCC1	·	·	-1%	0%	0%	·	·	8	·	1%	15%
CCCn1c(SCC(=O)Nc2nnc(C)s2)nnc1C1CC1	·	17%	0%	-4%	1%	-6%	-14%	1	8%	0%	0%
c1ccc2c(Cn3ccnc3)c[nH]c2c1	31%[activator]	5%	-2%	1%	0%	-10%	-3%	-16	3%	-2%	25%
COCCn1c(SCC(=O)Nc2cccc(S(N)(=O)=O)c2)nc2cc(Cl)ccc2c1=O	13%	-3%	11%	-3%	4%	35%	4%	-5	0%	1%	?
COCCn1c(SCCN2CCOCC2)nc2c1c(=O)[nH]c(=O)n2C	2%	-5%	-5%	-4%	-1%	-5%	-4%	-3	0%	-2%	1%
O=C(COc1ccccc1)N1CCN(c2ncnc3c2cnn3-c2ccccc2)CC1	-13%	-12%	-5%	-2%	11%	11%	-7%	-3	-11%	-2%	?
O=C(OCn1ncc(Cl)c(Cl)c1=O)c1cccc(C(F)(F)F)c1	-12%	·	-44%[inhibitor]	0%	-16%	-6%	-14%	34	3%	-33%[inhibitor]	?
OC(CSc1c(Cl)cccc1Cl)CN1CCN(c2ccccc2F)CC1 (stereo not given)	-14%	-6%	-1%	6%	9%	?	-17%	-5	0%	-4%	?
C=CCn1c(SCC(C)=O)nc2sc3c(c2c1=O)CCC3	-22%	2%	-11%	0%	-3%	-23%	7%	16	·	-2%	-18%
COc1cccc(C2CC(c3ccc(Cl)cc3Cl)n3nc(N)nc3N2)c1 (stereo not given)	-4%[11.7 µM]	-9%	7%	0%	-1%	?	-8%	7	-1%	1%	-1%
CCc1ccc(-c2ccc3nnc(SCC(N)=O)n3n2)cc1	-8%	?	0%	-5%	1%	?	-4%	5	·	-2%	1%
N[C@@H](Cc1ccc(O)cc1)C(=O)Nc1ccc2ccccc2c1	·	·	16%	?	6%	·	·	7	·	27%	?
CC1(CCc2ccccc2)NC(=S)N(c2ccccc2)N1 (stereo not given)	0%	·	6%	-4%	19%	?	20µM*	9	-13%	2%	18%

Results in KCNH2 3.1 inh and RORg inh, for two of the compounds above:
Molecule | KCNH2 3.1 inh | RORg inh
COc1cccc(C2CC(c3ccc(Cl)cc3Cl)n3nc(N)nc3N2)c1 (stereo not given) | 7 | ?
COCCn1c(SCCN2CCOCC2)nc2c1c(=O)[nH]c(=O)n2C | -3 | -5%

Later entries
SMILES	Menin MLL FP TR	MBNL1-CUG inh	Rab9 prom act	FLuc counter	Mito fusion yeast	RORg inh	Gal4-VP16 FLuc	KCNH2 3.1 inh	PKM2 act	NPC1 promoter act	ELG1 repair inh
C=CCNC(=O)c1ccccc1NC(=O)c1cccc2ccccc12	·	-9%	0%	-11%	3%	5%	7%	-29	0%	1%	-18%
O=c1[nH]c(/C=C/c2ccccc2)c([N+](=O)[O-])c(=O)[nH]1	?	-1%	4%	-11%	1%	?	3%	0	3%[11.5 µM]	7%	-22%
CCCCCCCNC(=O)C1(CC2CC(c3ccc(Cl)cc3)=NO2)CCN(C(=O)c2cc(OCC)c(OCC)c(OCC)c2)CC1 (stereo not given)	-11%	4%	-3%	10%	-1%	20%	-10%	-12	-4%	-4%	?
Cc1nc(=S)n(-c2ccccc2)[nH]1	3%	-1%	-1%	4%	-8%	?	?	-2	0%	-4%	14%
Cc1cc(C)n(-c2nnc(C)n2N)n1	-1%	-2%	8%	-1%	-1%	-1%	4%	-5	-21%	1%	2%
CCN(CC(=O)NCc1cccs1)C(=O)c1ccc(NS(=O)(=O)c2ccc(C(C)=O)cc2)cc1	·	·	-4%	0%	-4%	·	·	-15	·	0%	10%
O=C(Nc1nc2ccc([N+](=O)[O-])cc2s1)c1ccco1	-7%	·	0.79µM*	2.1µM*	8%	?	20%	·	-5%	1.6µM*	?
Cn1c(=O)n(CCc2ccccc2)c(=O)c2c1ncn2Cc1ccccc1	-22%	-3%	-6%	4%	?	8%	9%	9	3%	1%	?
Cc1cccc(S(=O)(=O)N2CCC(CO)(Cc3ccccc3)CC2)c1	-14%	14%	-5%	0%	22%	7%	5%	-13	-6%	-3%	2%
NC(=O)c1cc2n(n1)C(C(F)(F)F)CC(c1ccco1)N2 (stereo not given)	-5%	3%	-2%	0%	-2%	-15%	1%	11	3%	0%	8%
CCCCc1ccc(NC(=S)Nc2ccc(Cl)c(S(=O)(=O)N(C)C)c2)cc1	23%	·	-8%	-10%	1%	11µM*	?	10	-6%	-5%	12%
COc1ccc(-c2cc(C)no2)cc1S(=O)(=O)N1CCN(c2ccccc2F)CC1	?	-19%	-11%	1%&-8%	11%	-28%	-3%	-15	·	-15%	-11%
CCC(C)n1c(-c2ccco2)nc2nc3ccccc3nc21 (stereo not given)	14%	9%	-11%	?	-6%	-10%	2%	·	2%	-4%	-20%
CCOc1ccc(NC(=O)CN2CCN(CC(=O)Nc3cccc(F)c3)CC2)cc1	8%	-1%	-9%	-1%	-6%	34%	8%	-85*	-3%	-1%	0%
COCCCNC(=O)CN1C(=O)c2cccc3cccc1c23	-24%	?	11%	-2%	1%	-18%[1.91 µM]	-2%	23	-1%	-8%	-8%
Cc1cccc(-c2noc(CN(C)C(=O)c3ccco3)n2)c1	-5%	0%	26%	?	-2%	9%	22%	16	·	24%	?
